# MCL1-BIM inh: inhibitors of human MCL1 binding to BIM-BH3 peptide; Q07820; GST-MCL1 / FITC-Bim-BH3 fluorescence polarization; inhibition, % at 10.9 µM; hit rate 0.68% among 320,000;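 active = inhibition above the mean inhibition of all tested compounds plus 3 SD, set per campaign, cut at about 40% in these data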;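 also: 0% = DMSO wells and 100% = unlabeled Bim-BH3 peptide control; higher means more loss of mP so more displacement of Bim peptide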
# Target sequence (Q07820 whole entry, looked up): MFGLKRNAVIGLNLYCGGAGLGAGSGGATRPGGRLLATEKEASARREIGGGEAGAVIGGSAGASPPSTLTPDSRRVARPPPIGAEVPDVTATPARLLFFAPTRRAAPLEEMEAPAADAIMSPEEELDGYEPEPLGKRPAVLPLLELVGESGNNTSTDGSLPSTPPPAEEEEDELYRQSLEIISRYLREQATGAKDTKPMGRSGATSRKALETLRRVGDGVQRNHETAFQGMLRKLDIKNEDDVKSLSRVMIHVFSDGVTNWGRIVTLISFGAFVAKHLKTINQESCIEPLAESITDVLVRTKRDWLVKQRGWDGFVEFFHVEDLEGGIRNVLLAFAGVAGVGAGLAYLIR
# GRK2 inh: blocks RNA aptamer binding to human GRK2. bead flow cytometry, FAM-aptamer displacement from GRK2. inhibition of aptamer binding, % at 10 µM. hit rate 0.59% among 330,000;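 active = inhibition of aptamer binding above 40%, roughly 3 SD of noise, on plates passing a quality check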;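 also: median bead fluorescence of bound FAM aptamer so fluorescent compounds give negative values; no value below 0 was filed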
# CIT2-GFP yeast: yeast TOR pathway CIT2-GFP modulation; S. cerevisiae CIT2-GFP strain, flow cytometry, 3 h; 100 means same as DMSO wells; GFP response vs DMSO, % at 10 µM; hit rate 0.065% among 320,000; AID 2029;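 active = GFP response relative to DMSO above a set limit, near the screen mean plus 3 SD, cut at about 150% in these data; inconclusive = Fewer than 70 cells measured for a yeast strain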;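 also: ratio of well median GFP fluorescence to mean of DMSO wells on the plate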
# VLA-4 inh: inhibition in a human VLA-4 binding assay. hit rate 0.2% among 330,000. inhibition, % (about 7 µM as worked out from the volumes in the protocol). VLA-4 expressing cells, ligand binding flow cytometry; in the data active = inhibition above about 50%
# GLD-1 TGE inh: GLD-1-TGE RNA interaction inhibition (C. elegans). inhibition, % at 5.96 µM. hit rate 0.44% among 320,000. Q17339. purified GLD-1 + fluorescein TGE RNA, fluorescence polarization;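 active = percent inhibition above a per-plate cutoff, the plate mean of test compounds plus 3 SD, cut at about 30% in these data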;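 also: 0% = DMSO wells with GLD-1 and probe and 100% = wells lacking GLD-1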
# MEX-5 binding: C. elegans MEX-5 TCR-2 RNA binding activity; Q9XUB2; MEX-5/FITC-TCR2 RNA binding, fluorescence polarization; active compounds read low; activity score (negative = inhibition of binding), % at 10 µM; hit rate 0.38% among 300,000; AID 1832;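 active = inhibition past about -25% in most replicates, and total fluorescence under double the plate's negative control median, limit read from the data; inconclusive = replicates evenly split on the limit, or fluorescence at least double controls; inactive = too little inhibition in most replicates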;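 also: 0% = DMSO and -100% = 5 µM competing unlabeled TCR2 RNA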
# Target sequence (Q9XUB2 whole entry, looked up): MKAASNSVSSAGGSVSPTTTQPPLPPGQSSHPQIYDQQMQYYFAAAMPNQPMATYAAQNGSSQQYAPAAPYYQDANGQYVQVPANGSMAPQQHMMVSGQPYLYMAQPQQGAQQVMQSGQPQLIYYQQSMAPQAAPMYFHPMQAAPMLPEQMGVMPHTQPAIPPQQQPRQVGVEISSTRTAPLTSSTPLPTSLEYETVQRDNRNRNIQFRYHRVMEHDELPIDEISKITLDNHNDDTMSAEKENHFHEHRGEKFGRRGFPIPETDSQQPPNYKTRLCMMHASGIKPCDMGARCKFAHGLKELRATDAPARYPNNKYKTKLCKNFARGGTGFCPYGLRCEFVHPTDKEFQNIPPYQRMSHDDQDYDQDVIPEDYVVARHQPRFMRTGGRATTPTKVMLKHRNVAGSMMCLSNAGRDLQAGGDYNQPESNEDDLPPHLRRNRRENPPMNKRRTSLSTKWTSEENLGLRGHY
# AGP1-GFP MLPCN: yeast TOR pathway AGP1-GFP modulation. hit rate 0.02% among 320,000. GFP response vs DMSO, % at 10 µM. AID 2066. S. cerevisiae AGP1-GFP multiplex flow cytometry, 3 h; GFP as percent of DMSO wells;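 active = GFP response relative to DMSO above a set limit, near screen average plus 3 SD, cut at about 150% in these data; inconclusive = fewer than 70 cells counted for the yeast strain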;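 also: median GFP channel fluorescence of the gated AGP1 strain per well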
# Fam108B counter: counter-screen for RBBP9 inhibitors: inhibitors of mouse Fam108B; inhibition, % at 9.51 µM; recombinant Fam108B, FP-Rh probe fluorescence polarization; hit rate 0.33% among 300,000;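 active = inhibition above the screen mean inhibition plus 3 SD, computed separately per campaign, cut at about 18% in these data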;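 also: inhibitors lower polarization as less probe binds the enzyme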
# BCLXL inh: inhibitors of human Bcl-xL; Q07817; GST-Bcl-xL / FITC-Bim BH3 peptide fluorescence polarization; inhibition, % at 10.9 µM; hit rate 0.7% among 320,000;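 active = inhibition above the mean of all tested compounds plus 3 SD, cutoff set per campaign, cut at about 30% in these data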;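 also: 0% = DMSO wells and 100% = unlabeled Bim-BH3 peptide competitor; inhibitors lower millipolarization by displacing the labeled peptide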
# Target sequence (Q07817 whole entry, looked up): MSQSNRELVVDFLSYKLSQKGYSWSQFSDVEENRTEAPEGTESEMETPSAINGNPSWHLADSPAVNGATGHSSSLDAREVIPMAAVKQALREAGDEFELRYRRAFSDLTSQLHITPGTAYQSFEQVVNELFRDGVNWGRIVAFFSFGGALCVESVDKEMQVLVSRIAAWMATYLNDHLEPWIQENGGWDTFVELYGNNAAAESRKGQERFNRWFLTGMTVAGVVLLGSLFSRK
# Active calls of the source: *; i = inactive; ? = inconclusive; . = not tested or not shown.
mol	MEX-5 binding	AGP1-GFP MLPCN	GLD-1 TGE inh	BCLXL inh	CIT2-GFP yeast	Fam108B counter	GRK2 inh	MCL1-BIM inh	VLA-4 inh
COc1ccc(C)cc1NC(=S)N1CCN(c2ncccn2)CC1	-1.4	99.7	4.0	7.3	95.7	0.9	2.0	6.7	11.4
c1ccc(COC(CN2CCCCCC2)CN2CCCCCC2)cc1	3.0	.	7.7	6.3	.	2.6	0.0	4.0	5.3
Cc1ccc2c(c1)c1c3n2CCN(C(=O)CN2CCN(C)CC2)C3CCC1 (centres undefined)	-1.9	93.0	3.8	1.7	96.0	-2.6	0.0	-5.6	0.2
CCC(=O)Nc1c(-c2ccccc2Cl)c(=O)c2ccccc2n1C	-2.6	90.8	-3.1	4.4	84.0	0.8	0.0	5.9	-2.9
O=C(Cc1c(F)cccc1Cl)Nc1ccncc1	0.2	105.4	5.9	0.6	.	-6.5	0.0	-0.6	3.4
CCCN(CC1CCCO1)C(=O)CCc1nnc(CCc2ccc(OC)cc2)o1 (centres undefined)	-0.6	120.5	-0.6	10.6	105.7	0.8	0.0	-1.8	-1.8
O=C(CC(=O)NC1CCCCC1)N/N=C/c1cccc2ccccc12	-1.8	96.5	5.0	6.6	96.4	-3.5	0.0	8.8	4.4
O=C(COc1ccc(Cl)cc1)NNC(=O)c1ccccn1	-2.3	92.4	3.4	3.3	87.9	0.1	4.0	1.9	2.2
Cc1ccccc1NC(=O)Cc1c[nH]c2ccccc12	0.9	104.0	-6.3	-1.2	101.7	-3.7	2.0	-10.0	10.8
CCOC(=O)CCP(=O)(O)C(C)(O)c1ccccc1 (centres undefined)	0.9	?	7.2	-0.3	?	0.2	1.0	-1.6	9.9
CNC(=O)c1nc[nH]c1C(=O)NC	-1.4	101.7	-7.2	3.4	115.0	-3.7	0.0	3.2	i
O=C(CSC(=S)N1CCOCC1)Nc1ncc2c(n1)CC(c1ccco1)CC2=O (centres undefined)	-4.4	97.5	0.4	5.3	90.5	-1.4	3.0	9.7	-6.3
CC(=O)Nc1ccc(N2S(=O)(=O)c3ccccc3S2(=O)=O)cc1	.	92.5	-6.1	0.2	94.4	6.2	1.0	-2.0	0.2
COc1ccc(-n2c(Cc3cccn3C)nnc2SCC(=O)NCc2ccco2)cc1	2.1	106.9	-1.0	-1.1	109.0	1.2	0.0	-5.8	-11.3
COc1ccccc1CCNS(=O)(=O)c1cc2c3c(c1)C(C)C(=O)N3CCC2 (centres undefined)	1.5	100.4	-1.5	1.3	100.8	-3.8	0.0	-2.4	16.6
OC1(C(F)(F)F)CC(O)(C(F)(F)F)n2nc(-c3ccccc3)cc2N1 (centres undefined)	-1.4	106.6	3.1	7.1	96.5	5.2	4.0	4.3	-9.4
Cc1cc(C(=O)CN2C(=O)NC3(CCCC3)C2=O)c(C)n1-c1ccc2c(c1)OCO2	-0.7	115.8	-2.2	4.2	101.2	3.4	4.0	3.0	-1.2
CCOC(=O)N1CCN(CC(=O)Nc2ccc(F)cc2)CC1	0.2	91.1	-1.3	2.8	95.0	1.4	0.0	-2.3	-14.8
COC(=O)CN(C#N)c1nc(C)cc(C)n1	-2.8	97.6	2.4	3.7	101.7	0.3	1.0	-10.1	-3.1
O=C(COC(=O)c1cccnc1Nc1cccc(C(F)(F)F)c1)NCc1ccc2c(c1)OCO2	-0.7	104.2	0.1	5.4	92.4	-3.6	6.0	-6.5	29.5

# In a second layout: entries from further up
# Results follow in this order: MEX-5 binding | AGP1-GFP MLPCN | GLD-1 TGE inh | BCLXL inh | CIT2-GFP yeast | Fam108B counter | GRK2 inh | MCL1-BIM inh | VLA-4 inh
O=C(CC(=O)NC1CCCCC1)N/N=C/c1cccc2ccccc12
    -1.8 | 96.5 | 5.0 | 6.6 | 96.4 | -3.5 | 0.0 | 8.8 | 4.4
O=C(COc1ccc(Cl)cc1)NNC(=O)c1ccccn1
    -2.3 | 92.4 | 3.4 | 3.3 | 87.9 | 0.1 | 4.0 | 1.9 | 2.2

# Continued.
mol	MEX-5 binding	AGP1-GFP MLPCN	GLD-1 TGE inh	BCLXL inh	CIT2-GFP yeast	Fam108B counter	GRK2 inh	MCL1-BIM inh	VLA-4 inh
Cc1cc(-c2ccc(Cl)cc2)oc(=O)c1NC(=O)c1ccccc1	-3.4	105.7	0.5	0.5	99.1	-0.4	3.0	3.8	34.3
CSc1nc(C)cc(Oc2ccc(OCCOc3ccccc3)nn2)n1	0.3	97.3	2.7	1.6	98.0	5.1	1.0	-0.2	-1.4
Cc1cc(C)cc(OCC(=O)Nc2nc3ccc([N+](=O)[O-])cc3s2)c1	0.2	103.3	-4.7	0.1	96.4	-5.4	2.0	3.4	8.0
CN1CCCC(OC(=O)/C(C#N)=C/c2ccccc2)C1 (centres undefined)	3.8	104.8	0.0	2.2	99.0	-3.3	0.0	-2.7	13.9
O=C(NCCCN1CCCC1=O)c1cc2nc(-c3ccco3)cc(C(F)(F)F)n2n1	0.4	97.9	-7.2	8.2	97.5	-3.0	1.0	15.9	10.7
O=S(=O)(NCC1CCCO1)c1ccc(-c2ccc(S(=O)(=O)NCC3CCCO3)cc2)cc1 (centres undefined)	-0.1	102.8	-3.1	1.9	97.5	-0.2	0.0	-0.2	10.4
Cc1ccc(S(=O)(=O)N(CC(=O)N2CCN(c3ccccc3F)CC2)C2CCCCC2)cc1	0.3	101.8	7.0	5.3	99.4	-5.0	0.0	2.0	-14.1
COc1cc(OC)c(C(=O)NCc2ccco2)cc1OC	2.2	99.5	-0.2	6.5	96.3	-0.7	10.0	12.1	-7.3
CCOc1ccc(OCCC(=O)OCC(=O)NCCc2ccc(S(N)(=O)=O)cc2)cc1	.	103.0	-0.8	-4.0	94.6	.	0.0	-7.2	4.4
CC(C)(C)n1nc2c(c1NC(=O)c1cccc(C(F)(F)F)c1)CS(=O)C2 (centres undefined)	-2.1	97.0	2.0	11.5	96.0	-1.2	0.0	8.4	2.2
COc1cc2c(cc1OC)C(C)N(C(=O)C1COc3ccccc3O1)CC2 (centres undefined)	2.4	95.3	-2.5	8.1	89.5	6.0	1.0	-0.2	10.4
COC(=O)[C@@H](NC(=O)Nc1cc(Cl)ccc1C)C(C)C	1.3	106.1	-1.0	0.5	104.0	-0.8	0.0	-1.3	7.6
COc1cc(C(=S)N2CCOCC2)ccc1OC(=O)c1cc([N+](=O)[O-])c(C)c([N+](=O)[O-])c1	3.2	105.0	1.6	4.9	100.5	2.2	6.0	5.8	12.5
Cc1cccc(-n2c(N)c(-c3nc4ccccc4n3C)c3nc4ccccc4nc32)c1	-19.3	81.2	-2.4	-3.6	88.0	-1.1	97.0*	-15.8	-25.6
CCOc1ccc(N=Nc2ccc(O)c3ncccc23)cc1	-0.3	91.5	.	.	98.6	.	4.0	.	23.2
NC(Cc1ccccc1)C(O)(c1ccccc1)c1ccccc1 (centres undefined)	3.4	98.0	3.0	2.8	95.6	-1.9	0.0	2.7	5.1
O=C1CCN(S(=O)(=O)c2cccs2)c2ccc(C(F)(F)F)cc2N1	-2.4	97.9	2.3	5.6	95.1	-4.5	1.0	6.3	18.7
CCCc1c(O)nc(SCCN(CC)CC)n(C(=O)c2ccccc2)c1=O	2.1	28.5	4.1	6.3	115.4	-1.9	0.0	4.4	29.6
Cc1[nH]nc(NCCO)c1[N+](=O)[O-]	-0.9	110.0	4.0	3.7	107.7	-0.6	0.0	9.1	-5.7
CN(CC(=O)Nc1ccccc1Br)C(=O)c1cccc([N+](=O)[O-])c1	0.9	100.4	0.8	3.5	100.6	-0.1	1.0	4.6	-15.1
CCOc1ccc(C2Nc3ccccc3C(CC)(CC)O2)cc1 (centres undefined)	0.9	80.3	-6.0	-0.4	95.7	-1.2	0.0	-1.8	9.8
COc1cc(C(=O)NCC(c2ccco2)N2CCc3ccccc3C2)cc(OC)c1OC (centres undefined)	0.8	121.6	5.8	3.8	98.2	1.1	0.0	-2.2	13.7
COC(=O)C1=C(C)N=C2SC(C)C(=O)N2C1c1ccc(C(=O)OC)cc1 (centres undefined)	-0.8	100.2	3.4	3.5	101.7	-0.4	0.0	9.2	1.1
Cc1ccc(CSc2ccc(-c3cccs3)nn2)cc1	0.9	100.2	-2.7	3.0	101.4	3.0	1.0	17.6	8.2
CCCCC1=CC2=C(c3ccco3)C(=O)C(C)(OC(=O)c3ccc(OC)cc3)C(=O)C2=CN1C1CC1 (centres undefined)	-58.9*	71.6	32.4*	41.2*	60.8	4.1	0.0	40.0*	-5.1
CCc1nc(N2CCN(C(C)=O)CC2)c2c3c(sc2n1)CC(C(C)(C)C)CC3 (centres undefined)	0.7	87.5	0.2	3.7	82.9	-1.1	1.0	5.7	11.1
O=C(O)c1cc(-c2cccc(Cl)c2)nc2nc(N3CCCCC3)sc12	-1.9	90.4	-0.6	10.6	88.8	-17.2	2.0	12.3	0.0
O=C(c1ccc(N2CCOCC2)cc1)c1cccs1	-1.4	95.3	2.5	1.8	89.6	-1.8	1.0	2.6	6.4
CCN(CC(=O)Nc1ccccc1OC)C(=O)CC1CC2CCC1C2 (centres undefined)	.	96.9	-0.1	2.3	94.8	.	0.0	3.7	-57.4
Cc1ccccc1C(=O)NNC(=S)NC(=O)c1ccc(Cl)cc1Cl	6.3	104.3	-4.2	7.4	103.7	2.7	1.0	13.1	4.5
Cc1ccccc1N1CCN(C2CCCN(C(=O)c3ccccn3)C2)CC1 (centres undefined)	0.0	100.5	6.0	3.8	94.8	3.0	0.0	8.6	13.4
CCOC(=O)C1(CC2CCCCO2)CCN(S(=O)(=O)c2ccsc2)CC1 (centres undefined)	0.6	95.0	0.6	4.1	98.9	0.3	0.0	10.1	-0.7
CCCCCN(C(=O)CCC(=O)OCc1ccc(Cl)cc1Cl)c1c(N)n(CCCC)c(=O)[nH]c1=O	-1.4	111.8	4.3	1.3	94.2	3.4	3.0	-8.9	8.4
COc1cccc(CNC(=O)COC(=O)CCc2cc(OC)c(OC)c(OC)c2)c1	.	115.9	-2.7	3.4	104.8	.	2.0	-9.2	-4.1
CC(NC(=O)CN(c1cccc(C(F)(F)F)c1)S(=O)(=O)c1ccc(Cl)c([N+](=O)[O-])c1)c1ccccc1 (centres undefined)	-2.0	91.5	1.4	5.3	91.0	8.1	0.0	3.6	39.9
CCOC(=O)c1c(C)nc(C)c(C(=O)OCC)c1-c1ccccc1	-0.3	101.5	4.6	1.7	107.2	4.6	1.0	5.8	4.0
Cc1nonc1N1CCN(Cc2cn[nH]c2-c2ccc3c(c2)OCO3)CC1	-0.3	95.3	3.4	2.3	95.4	-1.4	0.0	10.3	-3.1
CCOc1ccc(C2NC(=O)NC(C)=C2[N+](=O)[O-])cc1OC (centres undefined)	4.5	90.5	-4.8	-0.6	86.3	-7.7	0.0	2.2	2.8
Cc1cc(S(=O)(=O)N(Cc2cccs2)Cc2ccccc2F)ccc1-n1cnnn1	-0.3	94.5	3.0	3.0	96.2	-6.4	10.0	6.2	0.1
COc1ccc(C)cc1NC(=O)CN(C)S(=O)(=O)c1ccc2c(c1)n(C)c(=O)c(=O)n2C	-0.1	112.2	2.6	0.1	113.2	0.1	0.0	-0.5	22.8
COc1ccccc1/C=c1\sc2nc(-c3ccco3)nn2c1=O	-6.5	100.9	0.3	20.6	95.0	1.6	18.0	60.4*	9.0
